hIAP activ = increases human intestinal alkaline phosphatase activity | purified human IAP, CDP-Star luminescence, 30 min; hits give high values; 1 = vehicle-only enzyme, 0 = enzyme-free background | activation factor at 10 µM | 330,000 compounds, 0.16% hits | AID 2524;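 active means activation factor of the enzyme at least 2-fold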; further: the source names both 10 and 20 µM as test concentration; values of inactives mirror those of a sister screen read the other way
Target sequence (P09923 whole entry, looked up): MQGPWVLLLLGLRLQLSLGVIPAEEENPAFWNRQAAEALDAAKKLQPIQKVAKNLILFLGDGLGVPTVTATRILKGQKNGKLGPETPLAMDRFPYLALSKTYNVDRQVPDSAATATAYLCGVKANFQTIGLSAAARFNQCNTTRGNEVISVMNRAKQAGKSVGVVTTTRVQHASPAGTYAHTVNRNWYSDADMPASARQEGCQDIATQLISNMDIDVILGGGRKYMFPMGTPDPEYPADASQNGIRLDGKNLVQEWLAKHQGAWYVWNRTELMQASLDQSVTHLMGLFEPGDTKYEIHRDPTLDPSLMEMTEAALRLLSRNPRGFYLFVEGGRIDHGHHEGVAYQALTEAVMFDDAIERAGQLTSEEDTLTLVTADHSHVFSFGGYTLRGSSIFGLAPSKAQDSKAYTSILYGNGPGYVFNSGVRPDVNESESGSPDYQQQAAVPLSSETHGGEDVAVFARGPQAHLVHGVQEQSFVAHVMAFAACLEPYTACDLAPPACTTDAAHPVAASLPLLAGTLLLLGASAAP
ATG4B inh = inhibitors of human ATG4B cysteine protease; ATG4B cleavage of LC3-PLA2, NBD-HPC fluorescence, 1 h; inhibition, % at 8.33 µM; 340,000 compounds, 0.51% hits; in the data active means inhibition above about 40%
Target sequence (Q9Y4P1 whole entry, looked up): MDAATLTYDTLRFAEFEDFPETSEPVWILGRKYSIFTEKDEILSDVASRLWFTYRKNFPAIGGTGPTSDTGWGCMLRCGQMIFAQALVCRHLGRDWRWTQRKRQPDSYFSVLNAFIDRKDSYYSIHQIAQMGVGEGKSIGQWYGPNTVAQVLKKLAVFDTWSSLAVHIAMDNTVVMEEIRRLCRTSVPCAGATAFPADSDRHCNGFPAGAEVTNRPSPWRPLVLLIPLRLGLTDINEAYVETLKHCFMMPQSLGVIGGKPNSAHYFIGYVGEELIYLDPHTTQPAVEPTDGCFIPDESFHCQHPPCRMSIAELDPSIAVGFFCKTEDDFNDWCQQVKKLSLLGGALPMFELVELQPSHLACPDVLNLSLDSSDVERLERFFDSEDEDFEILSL
A3G deaminase = inhibitors of human APOBEC3G DNA deaminase; AID 493012; Q9HC16; inhibition, % at 20 µM; 330,000 compounds, 0.28% hits; recombinant A3G, ssDNA deamination FAM/TAMRA fluorescence;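 active means inhibition of at least 40% at 20 µM, with no more than 30% in the related APOBEC3A deaminase screen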;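 further: plate controls were DMSO wells with A3G for no effect and wells lacking A3G enzyme for full effect; some compounds called inactive have numbers as strong as hits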
mIAP inh = blocks mouse intestinal alkaline phosphatase; 330,000 compounds, 0.2% hits; AID 2806; purified mouse IAP, CDP-Star luminescence, 30 min; inhibition, % at 10 µM;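 active means inhibition of at least 40% at 10 µM in the primary screen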;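 further: plate controls were DMSO with enzyme for no effect and no enzyme wells for full effect; values of inactives mirror those of a sister screen read the other way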
A3A deaminase = inhibitors of human APOBEC3A DNA deaminase; P31941; recombinant A3A, FAM/TAMRA ssDNA deamination fluorescence; inhibition, % at 20 µM; 330,000 compounds, 0.41% hits;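 active means at least 40% inhibition at 20 µM here, with at most 30% in a related deaminase screen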;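 further: plate controls were A3A with DMSO for no effect and wells lacking A3A enzyme for full effect; some results filed as inactive read as strong as hits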
mIAP activ = mouse IAP activation. 330,000 compounds, 0.24% hits. muIAP, CDP-Star luminescence, 30 min; hits give high values; 1 = vehicle-only enzyme signal, 0 = enzyme-free wells. activation factor at 10 µM;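 active means activation factor of at least 2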; further: the source names both 10 and 20 µM as test concentration; values of inactives mirror those of a sister screen read the other way
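System: mouse IAP enzyme. Reagent: CDP-Star chemiluminescent phosphatase substrate. Benchmarks: DMSO wells, no-enzyme wells. Times: 30 min enzyme-substrate-compound incubation at room temperature. Detection: luminescence from enzymatic CDP-Star hydrolysis. Doses: test compounds delivered from DMSO solution.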
hIAP inh = human IAP inhibition | purified IAP, CDP-Star luminescence, 30 min | inhibition, % at 10 µM | 330,000 compounds, 0.12% hits | P09923 | AID 2544;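 active means inhibition reaching a set limit with compound at 10 µM in the primary screen, cut at about 35% in these data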;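 further: plate controls were DMSO wells with enzyme for no effect and no-enzyme buffer wells for full effect; values of inactives mirror those of a sister screen read the other way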
MPTP block = blocks calcium-induced mitochondrial swelling; 360,000 compounds, 1.4% hits; AID 602449; isolated mouse mitochondria, Ca2+ swelling absorbance, 30 min; inhibition, % at 10 µM;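 active means inhibition of 50% or more, scaled per plate between neutral and stimulator controls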;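 further: 0% = DMSO wells given calcium and 100% = 1 mM EGTA wells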
MIN6 prolif = induces beta-cell replication in MIN6 cells; 330,000 compounds, 0.29% hits; proliferation, % at 10 µM; MIN6 cells proliferation, ATPlite luminescence, 48 h; cells starved in 0.2% serum; 100% = growth in 10% serum;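 active means compounds whose signal lies at least 3.5 SD above the mean of all wells on their plate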;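 further: 0% = DMSO-treated cells in low-serum medium and 100% = 10% serum control; some compounds called inactive have numbers as strong as hits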
An asterisk follows results filed as active.

[1] N=c1sccn1CC(=O)Nc1cccc2ccccc12
[2] CCc1noc(C)c1C(=O)OCC(=O)Nc1ccc(F)cc1Cl
[3] Cc1ccc(Oc2nc3ccccn3c(=O)c2/C=C(\C#N)C(=O)NC2CCS(=O)(=O)C2)cc1 (stereo not drawn)
[4] CCOC(=O)N1CCN(c2ccc(Cl)cc2)CC1
[5] O=C(CCCN1C(=O)c2ccccc2C1=O)NCc1ccc(F)cc1
[6] Cc1cc(C)c(C#N)c(N2CCCC2)n1
[7] O=S(=O)(Cc1ccccc1)N1CCNCC1
[8] CCN(CC(=O)Nc1ccc(NC(C)=O)cc1)C(=O)c1ccc2c(c1)OCCO2
[9] CCOC(=O)NC(=O)/C(C#N)=C\Nc1ccc(Cl)cc1Cl
[10] CN(C)S(=O)(=O)N(CC(=O)NCCSCc1ccccc1)c1ccccc1

Assay by compound,1,2,3,4,5,6,7,8,9,10
hIAP activ,1.1,1.1,1,0.98,1.1,0.92,1.1,0.96,1,1.1
ATG4B inh,2,5,4,2,-3,-3,1,0,-4,-9
A3G deaminase,12,1,1,2,-1,-7,-9,-7,-7,-2
mIAP inh,-6,3,-5,4,-4,0,6,-14,13,6
A3A deaminase,-1,3,1,1,3,-4,-4,-1,-2,8
mIAP activ,1.1,0.97,1,0.96,1,0.99,0.94,1.1,0.87,0.94
hIAP inh,-6,-6,0,2,-14,8,-5,4,0,-9
MPTP block,-2.2,0.2,2.1,-0.6,0.5,-0.9,-0.7,0.0,26,0.6
MIN6 prolif,1,-3,3,-1,-2,-3,6,-1,-1,-3

[11] NS(=O)(=O)c1ccc(CCNC(=O)CCCCCn2c(=S)[nH]c3ccc(Br)cc3c2=O)cc1
[12] CCc1ccc(NC(=O)CSC2=C(C#N)C(c3ccc4c(c3)OCO4)CC(=O)N2)cc1 (stereo not drawn)
[13] C/C=C/CSc1nc2c(c(=O)[nH]c(=O)n2C)n1CCC
[14] Cc1cccc(C)c1N(CC(=O)NC1CCCCC1)C(=O)c1csnn1
[15] COC(=O)c1ccc2c(=O)n(Cc3ccc(C(=O)NC(C)C)cc3)c(=S)[nH]c2c1
[16] CCOc1cc(S(=O)(=O)NC2CC2)c(OCC)cc1-n1cnnn1
[17] CCC(=O)N(Cc1ccc(S(N)(=O)=O)cc1)C1CC(=O)N(c2ccccc2)C1=O (stereo not drawn)
[18] CC(C)(O)/C=C1/Oc2ccccc2C1N1CCCCC1 (stereo not drawn)
[19] CCn1c(=O)c(=O)[nH]c2c(=O)oc3ccc(S(=O)(=O)Nc4ccccc4)cc3c21
[20] COCCCn1c(SCC(=O)O)nc2cc(OC)c(OC)cc2c1=N

Assay by compound,11,12,13,14,15,16,17,18,19,20
hIAP activ,1.1,0.89,1,0.89,1.1,0.89,1.1,0.9,1.2,0.95
ATG4B inh,-1,-10,-5,-3,2,4,-8,6,-2,-5
A3G deaminase,-13,-3,-3,-9,-9,-5,-3,-6,-6,-4
mIAP inh,8,-3,-5,-3,3,-1,7,3,10,-2
A3A deaminase,-6,1,-1,-5,-4,-1,3,-2,0,-4
mIAP activ,0.92,1,1,1,0.97,1,0.93,0.97,0.9,1
hIAP inh,-12,11,-3,11,-7,11,-5,10,-18,5
MPTP block,-0.6,9.9,0.1,1.0,0.2,-1.6,-1.6,-1.2,1.2,-1.7
MIN6 prolif,-1,-1,0,1,-4,6,1,3,-3,-2

[21] CC(=O)Nc1sc2c(c1C#N)CCN(Cc1ccccc1)C2
[22] O=C(O)/C(=C1\OC(=O)c2ccccc21)c1ccccc1
[23] CCc1ccccc1NC(=O)c1cccc(NC(=O)/C=C/c2ccco2)c1
[24] O=C(C[C@@H]1C/C=C\CC[C@H](Cc2ccc(F)cc2)C(=O)OC[C@@H](Cc2ccccc2)NC1=O)NCCO
[25] CCC(CC)C(=O)N1c2ccc(F)cc2CCC1C (stereo not drawn)
[26] O=C(Nc1nc2ccccc2s1)c1cc(-c2ccco2)nc2ccccc12
[27] O=C(Nc1ccccc1C(=O)N1CCCC1)C1COc2ccccc2O1 (stereo not drawn)
[28] Cc1cc(-c2nnc(SCC(=O)Nc3ccc(C)c(C)c3)n2N)n[nH]1
[29] COc1ccc(OCCCC(=O)NC(C)c2ccccc2)cc1 (stereo not drawn)
[30] Cc1nc2nc(C)c(CCC(=O)N3CCN(c4ccccn4)CC3)c(C)n2n1

Assay by compound,21,22,23,24,25,26,27,28,29,30
hIAP activ,0.97,1.1,0.93,0.84,0.96,1.1,1.1,1.5,1,0.99
ATG4B inh,-11,-8,30,-14,1,11,-8,-4,-4,7
A3G deaminase,1,1,4,-7,-4,0,-11,-8,-8,-6
mIAP inh,5,10,-4,3,-1,8,0,0,-7,-4
A3A deaminase,-2,-5,0,-7,0,4,1,-5,-1,-1
mIAP activ,0.95,0.9,1,0.97,1,0.92,1,1,1.1,1
hIAP inh,3,-11,7,16,4,-12,-8,-45,-2,0
MPTP block,-1.1,-1.6,3.6,0.5,2.0,0.0,-0.4,-2.7,0.5,1.6
MIN6 prolif,-6,-1,-4,-3,-2,-1,3,-1,0,1

[31] COc1ccc(C2=NOC(C(=O)N3CCN(c4ccccc4OC)CC3)C2)cc1 (stereo not drawn)
[32] Cc1ccc(S(=O)(=O)N2CCC(C(=O)OCC(=O)N3CC(=O)Nc4ccccc43)CC2)cc1
[33] O=C(C[C@@H]1C/C=C\CC[C@@H](Cc2ccc(F)cc2)C(=O)OC[C@@H](Cc2ccccc2)NC1=O)NCCO
[34] CCN(CC)CCCCCC(=O)Nc1ccccc1C(=O)Nc1ccccc1
[35] CCOc1ccc(C(C(=O)NCC2CCCO2)N(Cc2cccc(OC)c2)C(=O)c2snc(C(N)=O)c2N)cc1 (stereo not drawn)
[36] FC(F)(F)c1cc(-c2cccs2)nc2cc(-c3cccs3)nn12
[37] CC(=O)Nc1cccc(NC(=O)CSc2nc3c(c(=O)n(C)c(=O)n3C)n2C)c1
[38] O=C(NNC(=S)Nc1ccc(F)c(Cl)c1)C1CC1
[39] CC(C)(C)c1nnc2sc(SCC(=O)c3cccs3)nn2c1=O
[40] CN(CC(=O)Nc1c(Cl)cccc1Cl)C(=O)C1CCN(C(=O)Nc2ccccc2)CC1

Assay by compound,31,32,33,34,35,36,37,38,39,40
hIAP activ,0.9,1.1,0.9,0.83,1,0.88,0.92,1.6,1.1,1
ATG4B inh,7,-7,-9,1,-2,0,3,-6,6,2
A3G deaminase,-4,-8,3,-8,-14,-5,-10,0,-4,-7
mIAP inh,-13,-1,4,0,-8,-6,-4,7,18,0
A3A deaminase,-3,-3,1,-6,-6,1,-5,1,-6,-6
mIAP activ,1.1,1,0.96,1,1.1,1.1,1,0.93,0.81,1
hIAP inh,10,-13,10,17,-2,12,8,-63,-6,-2
MPTP block,-0.7,1.5,0.0,-1.6,-0.3,1.2,1.0,-1.0,-0.2,-2.4
MIN6 prolif,2,-2,-3,0,-2,1,-2,-4,-2,2

Among those listed so far, four contain two or more sulfur atoms:
[10] CN(C)S(=O)(=O)N(CC(=O)NCCSCc1ccccc1)c1ccccc1
[11] NS(=O)(=O)c1ccc(CCNC(=O)CCCCCn2c(=S)[nH]c3ccc(Br)cc3c2=O)cc1
[36] FC(F)(F)c1cc(-c2cccs2)nc2cc(-c3cccs3)nn12
[39] CC(C)(C)c1nnc2sc(SCC(=O)c3cccs3)nn2c1=O

Assay by compound,10,11,36,39
hIAP activ,1.1,1.1,0.88,1.1
ATG4B inh,-9,-1,0,6
A3G deaminase,-2,-13,-5,-4
mIAP inh,6,8,-6,18
A3A deaminase,8,-6,1,-6
mIAP activ,0.94,0.92,1.1,0.81
hIAP inh,-9,-12,12,-6
MPTP block,0.6,-0.6,1.2,-0.2
MIN6 prolif,-3,-1,1,-2

Remaining list, next part
[41] Cc1c(Cl)cccc1N(CC(=O)O)S(C)(=O)=O
[42] O=C1CCCN1c1nccs1
[43] Cc1cc(C(=O)NCc2cccs2)n(-c2ccccc2)n1
[44] CC1(C)Cc2nc3oc4c(SCC(N)=O)ncnc4c3cc2CO1
[45] CN(C)CCCNCCCNC(=O)/C(=N\O)c1ccccc1
[46] COc1cc(OC)cc(C(=O)Nn2cc(C(=O)N3CCN(C)CC3)c3ccccc3c2=O)c1
[47] O=C(CN(c1ccc(Br)cc1)S(=O)(=O)c1ccc(Cl)c([N+](=O)[O-])c1)NCCc1ccccc1
[48] O=[N+]([O-])c1ccc(SCc2ccco2)cc1N1CCOCC1
[49] Cc1cc(C)cc(C(=O)NC(CC(N)=O)c2ccc(N3CCCCCC3)c([N+](=O)[O-])c2)c1 (stereo not drawn)
[50] Cc1c(N2C(=O)C3C4C=CC(C5CC45)C3C2=O)c(=O)n(-c2ccccc2)n1C (stereo not drawn)

Assay by compound,41,42,43,44,45,46,47,48,49,50
hIAP activ,1.2,0.95,1.1,1,0.88,0.94,0.89,0.83,1,1.1
ATG4B inh,-7,8,0,3,-4,-6,-2,10,-1,8
A3G deaminase,2,-2,4,-6,0,-7,-8,-4,-1,-8
mIAP inh,-8,-4,2,2,2,-2,12,8,5,-16
A3A deaminase,5,-2,6,1,2,-3,1,0,2,-3
mIAP activ,1.1,1,0.98,0.98,0.98,1,0.88,0.92,0.95,1.2
hIAP inh,-22,5,-9,-2,12,6,11,17,-1,-12
MPTP block,0.4,-1.3,-4.3,0.3,-0.6,1.6,5.9,-3.0,-0.1,1.9
MIN6 prolif,0,4,2,-2,0,2,-5,-1,-4,-2

[51] CCCc1cc(C(=O)NNC(=S)NCc2ccccc2)cs1
[52] CCOc1ccc(S(=O)(=O)N2CCC(C(=O)NCCN3CCOCC3)CC2)cc1C
[53] Cc1ccc(S(=O)(=O)N2CCCCC2)cc1NC(=O)CCOc1ccccc1
[54] CC1CCC(NC(=O)c2nc(Cn3ccc([N+](=O)[O-])n3)no2)CC1 (stereo not drawn)
[55] Cc1ccc(C(=O)c2cc([N+](=O)[O-])ccc2N2CCCCC2)cc1C
[56] CC1CCCN(CCOc2ccc3ccccc3c2Br)C1 (stereo not drawn)
[57] Cc1ccccc1N=C1SC(CC(=O)Nc2ccc3ccccc3c2)C(=O)N1Cc1ccccn1 (stereo not drawn)
[58] O=C(NCC(c1ccc(F)cc1)N1CCOCC1)c1ccc([N+](=O)[O-])o1 (stereo not drawn)
[59] CCCOC1CCCN(C(=O)CCc2nnc(CCCCc3ccccc3)o2)C1 (stereo not drawn)
[60] Cc1cccc(C)c1C(OCCN(C)C)C1CCCCC1 (stereo not drawn)
[61] Cc1ccc(S(=O)(=O)C2C(=O)N(C)C3(C)CC2c2ccccc2O3)cc1 (stereo not drawn)

Assay by compound,51,52,53,54,55,56,57,58,59,60,61
hIAP activ,0.86,1.1,1.2,1,0.86,0.95,0.87,1.1,1,0.89,1
ATG4B inh,-4,-11,-14,-7,-5,-8,2,-3,-6,3,66*
A3G deaminase,-4,-9,-10,-3,-2,-14,-4,-9,-6,-5,-10
mIAP inh,10,-12,6,-3,1,7,-20,1,-8,4,-12
A3A deaminase,1,-2,0,-3,-1,-2,-1,-2,-5,-1,-3
mIAP activ,0.9,1.1,0.94,1,0.99,0.93,1.2,0.99,1.1,0.96,1.1
hIAP inh,14,-10,-17,-2,14,5,13,-7,0,11,0
MPTP block,-2.4,1.0,-0.1,-3.0,2.4,0.7,-5.5,-0.9,-0.9,1.1,-0.9
MIN6 prolif,-1,-1,0,0,-6,-6,0,-1,0,0,-4

Screening data (PubChem)
